# UPR CHOP act: apoptotic UPR (CHOP) activation | 330,000 tested, 0.34% active | AID 449763 | activation, % at 10 µM | CHO-CHOP luciferase reporter, luminescence; percent of tunicamycin response over DMSO baseline;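 active = at 10 µM dose, activation of 40% or more, normalized to positive control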;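 note: 100% = tunicamycin at 10 µg/mL and 0% = DMSO alone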
#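 System: CHO-CHOP luciferase reporter cell line; amount: 500 cells/well; buffer or medium: F12 medium containing 10% fetal bovine serum; incubation: 6 h compound exposure at 37 °C after overnight seeding; measured by: luciferase luminescence after 10 min with Steady-Glo reagent; evaluation: % reporter activation, DMSO baseline versus tunicamycin full activation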
# APJ agonist: APJ receptor agonism | P35414 | CHO-K1 APJ PathHunter beta-arrestin, luminescence; 0% DMSO wells, 100% apelin | activation, % at 20 µM | 330,000 tested, 0.11% active | AID 2520;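 active = activation more than six SD over the plate average, tested at 20 µM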;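 note: 0% = DMSO alone and 100% = apelin-13 at 10 nM; some results filed as inactive read as strong as hits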
#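 Material: CHO-K1 APJ beta-arrestin complementation cell line; Input: cell density 1000 per well; Incubation: compound stimulation 90 min at 25 °C, detection 60 min; Signal: luminescence from split beta-galactosidase complementation, Galacton Star/Emerald II substrate; Controls: DMSO-only wells as negative, 10 nM Apelin-13 as positive control.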
# APJ antagonist: antagonists of human APJ apelin receptor | P35414 | CHO-K1 APJ beta-arrestin complementation, luminescence | inhibition, % at 20 µM | 330,000 tested, 0.32% active | AID 2521;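 active = inhibition above about 40% at 20 µM, limit read from the data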;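 note: cells challenged with 10 nM apelin-13 agonist together with compound; plate controls were apelin-13 plus DMSO wells for no effect and DMSO wells lacking apelin-13 for full effect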
# Mdm2 MdmX PPI: disrupts the human Mdm2-MdmX interaction; 330,000 tested, 3% active; SaOS-2 split-luciferase Mdm2/MdmX complementation, luminescence; inhibition, % at 8 µM; O15151+Q00987;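 active = inhibition of at least 50% at 8 µM in the primary screen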
# Target sequence (O15151 whole entry, looked up): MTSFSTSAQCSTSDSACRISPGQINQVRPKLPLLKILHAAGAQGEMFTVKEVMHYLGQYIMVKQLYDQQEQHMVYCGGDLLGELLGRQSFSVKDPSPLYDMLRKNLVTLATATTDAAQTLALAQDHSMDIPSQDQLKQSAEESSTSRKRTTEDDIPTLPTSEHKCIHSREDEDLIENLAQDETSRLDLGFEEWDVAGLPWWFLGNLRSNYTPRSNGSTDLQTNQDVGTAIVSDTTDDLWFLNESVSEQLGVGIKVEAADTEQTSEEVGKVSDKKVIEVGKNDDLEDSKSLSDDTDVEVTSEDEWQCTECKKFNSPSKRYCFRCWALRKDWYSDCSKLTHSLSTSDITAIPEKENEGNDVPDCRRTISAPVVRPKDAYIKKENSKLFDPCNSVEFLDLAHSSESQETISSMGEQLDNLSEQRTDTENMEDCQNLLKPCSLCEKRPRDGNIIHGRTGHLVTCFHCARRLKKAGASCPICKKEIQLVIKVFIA
# Target sequence (Q00987 whole entry, looked up): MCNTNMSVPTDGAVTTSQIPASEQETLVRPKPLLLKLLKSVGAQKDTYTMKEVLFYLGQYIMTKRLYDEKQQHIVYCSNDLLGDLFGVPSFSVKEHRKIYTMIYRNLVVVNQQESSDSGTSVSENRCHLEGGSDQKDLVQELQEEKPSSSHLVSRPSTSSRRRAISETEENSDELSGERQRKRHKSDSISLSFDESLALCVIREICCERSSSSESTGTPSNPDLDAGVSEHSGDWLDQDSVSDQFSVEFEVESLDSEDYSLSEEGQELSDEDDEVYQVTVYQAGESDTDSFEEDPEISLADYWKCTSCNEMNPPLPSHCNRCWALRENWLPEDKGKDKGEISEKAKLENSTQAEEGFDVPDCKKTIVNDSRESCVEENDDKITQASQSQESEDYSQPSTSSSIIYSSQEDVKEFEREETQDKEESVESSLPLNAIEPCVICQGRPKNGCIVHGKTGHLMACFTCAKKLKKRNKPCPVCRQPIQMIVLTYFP
# UPR XBP1 act: adaptive UPR (XBP1) activation; CHO-XBP1 luciferase reporter, IRE1-XBP1 UPR activation, luminescence; percent of tunicamycin response, DMSO as zero; activation, % at 20 µM; 330,000 tested, 0.33% active;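 active = versus positive control, 20 µM dose yields 30% or more activation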;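 note: 100% = tunicamycin at 10 µg/mL and 0% = DMSO only wells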
#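 Material: IRE1-XBP1 luciferase reporter CHO line / Quantity: one thousand reporter cells per well / Buffer or medium: F12 with 10% serum / Compound: 20 µM single concentration, DMSO 1% / Times: 6 h treatment, 37 °C / Detection: Steady-Glo luciferase glow luminescence, 10 min after reagent addition / Benchmarks: tunicamycin high, DMSO low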
# Jurkat NFkB inh: inhibitors of the PMA/ionomycin-induced NF-kB reporter in Jurkat cells; AID 435003; inhibition, % at 4 µM; PMA/ionomycin-induced NF-kB luciferase reporter, luminescence; 330,000 tested, 0.53% active; in the data active = inhibition above about 50%
# tim23-1 inh: tim23-1 yeast growth inhibition; S. cerevisiae tim23-1 growth, BacTiter-Glo luminescence, 24 h; inhibition, % at 20 µM; 330,000 tested, 1.3% active; AID 463212;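 active = growth inhibition of the mutant yeast at or above 50%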;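 note: temperature-sensitive mutant grown at 25 °C; plate controls were DMSO-treated mutant yeast for no effect and medium wells lacking yeast for full effect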
# 697 NFkB inh: lowers PMA/ionomycin-induced NF-kB signal in 697 B cells; inhibition, % at 4 µM; 697 B-cell NF-kB luciferase reporter, 16 h; 330,000 tested, 0.33% active; in the data active = inhibition above about 35%
# * hit, by the source's call; . = not tested or not shown.
SMILES,UPR CHOP act,APJ agonist,APJ antagonist,Mdm2 MdmX PPI,UPR XBP1 act,Jurkat NFkB inh,tim23-1 inh,697 NFkB inh
Cc1ccc(-c2ccc(SCC(=O)Nc3nonc3C)nn2)cc1,-1.0,2,8,-18,0,-30,11,2
CN(CC(=O)Nc1ccc(F)c(F)c1F)C(=O)c1ccc2c(c1)NC(=O)CS2,-1.2,-3,3,14,-1,-7,8,1
O=C1Cc2cc(S(=O)(=O)Nc3cccc(F)c3)ccc2N1,-1.2,2,-6,-5,-2,-1,-6,25
O=C(NCCCNC(=O)c1ccccc1Br)c1ccccc1Br,3.5,-2,-2,-7,0,-10,0,-9
OCC1CCN(Cc2cn(Cc3ccccc3)nc2-c2cc3ccccc3o2)CC1,-0.4,1,-10,42,2,7,7,7
COc1ccc(CNC(=O)C(=O)c2cn(CC(=O)N3CCOCC3)c3ccccc23)cc1,4.5,1,-11,-24,0,-8,-3,-8
N#Cc1c(Nc2ccccc2)c(/C=N/N=C/c2ccccc2)c[nH]c1=O,2.0,-1,10,6,-1,11,0,13
Cc1ccccc1C(=O)Oc1cc(N)n(S(=O)(=O)c2ccccc2)n1,0.2,-3,11,-18,-1,-4,22,-30
Cc1nc(NC(=O)c2cccc(-c3cc4ccccc4oc3=O)c2)ccc1Br,2.9,-7,0,25,7,3,-38,-33
Cc1cc(C)nc(OC(C(=O)O)C(OCCc2ccccc2)(c2ccc(F)cc2)c2ccc(F)cc2)n1 (stereo not drawn),2.7,-4,3,-2,-1,-4,16,9
COC(=O)c1cc(C(=O)OC)cc(-n2c(C)cc(C(=O)COC(=O)CNS(=O)(=O)c3ccc(C)cc3)c2C)c1,-0.4,2,-2,5,-1,1,14,-25
O=C(NCc1ccccc1)C(c1ccccc1)N(C(=O)c1csnn1)c1ccccc1 (stereo not drawn),2.7,1,0,11,-1,9,12,1
CC1=NN(C(N)=S)C(=O)C1N=Nc1cccc([N+](=O)[O-])c1 (stereo not drawn),1.9,-2,19,-10,-1,-29,-12,-98
O=C(NCc1ccc2c(c1)OCO2)C1CCCN(C(=O)c2ccc(Cl)cc2)C1 (stereo not drawn),0.7,-2,-7,-7,-2,-1,8,-1
Cc1ccc(C(=O)N2C(=O)C(c3ccccc3)Oc3ccccc32)cc1 (stereo not drawn),0.6,1,-16,25,-3,-33,69*,-8
O=C(O)CCn1c(-c2ccccn2)nc2ccccc21,2.5,-4,-5,-13,-4,-15,-10,-9
NC(=O)CN1CCN(C(=O)NC2CCCCC2)CC1,-0.3,-3,-61,11,4,-5,-4,10
CC(c1ccccc1F)n1cc(C(=O)NCCc2ccco2)nn1 (stereo not drawn),2.9,2,6,0,-3,7,16,14
CCN1C(=O)[C@H]2[C@H]3CN=C(SCc4ccc(C#N)cc4)N3[C@@](Cc3ccccc3)(C(=O)OC)[C@H]2C1=O,2.1,.,.,6,0,.,34,8
COc1ccc(NC(=O)N(C)C[C@H]2Oc3c(NC(=O)Cc4ccccc4)cccc3C(=O)N([C@H](C)CO)C[C@@H]2C)cc1,0.0,-2,-3,-3,-3,-10,0,-1
Cn1cnnc1SCCOc1ccc(Cl)cc1,4.9,1,0,-32,-3,-14,6,5
Cc1ccc(C(=O)Nc2ccc3c(c2)nc2n3CCSC2)cc1,-0.5,-1,-1,-105,-1,-171,42,-111
C=CCn1c(N)c(C(=O)NCC2CCCO2)sc1=S (stereo not drawn),0.1,0,-10,7,-1,0,11,14
COc1ccc(N2CCN(C(=O)c3ccc4c(Cl)c5c(nc4c3)CCCC5)CC2)cc1,-0.1,-5,19,35,-2,15,11,-15
Cc1ccc(N2C(=O)C3N=NN(CC(=O)N4N=C(c5ccccc5)CC4c4ccccc4)C3C2=O)cc1 (stereo not drawn),0.4,-3,9,4,-1,1,24,11
CCCCNCc1cc(OC)c(OCC(N)=O)cc1Br,2.8,-1,14,27,-1,8,7,19
COc1ccccc1NC(=O)C(C(C)C)N1C(=O)c2ccccc2C1=O (stereo not drawn),-2.6,-2,2,10,-5,-7,33,-27
C=CCSc1nnc(NC(=O)COc2ccc3ccccc3c2)s1,0.5,0,-10,16,2,8,10,19
O=C(NCCC1CCCCN1S(=O)(=O)c1ccccc1)C(=O)Nc1ccccc1F (stereo not drawn),1.3,11,-80,10,0,-4,16,-11
CS(=O)(=O)N(CC(N)=O)c1cccc(Br)c1,-1.5,0,0,16,-7,-3,0,10
Cn1nccc1NC(=O)Nc1cccc([N+](=O)[O-])c1,-1.0,-3,30,36,-4,10,13,-7
CN(Cc1ccccc1)C(=O)COC(=O)/C=C/c1ccco1,0.3,0,0,-6,1,-6,-4,-4
COc1cc(NS(=O)(=O)c2ccc(NS(=O)(=O)c3ccccc3)cc2)nc(OC)n1,0.3,-3,19,10,-1,5,-6,17
CC(=O)N1c2ccccc2C(=O)OC1c1cccnc1 (stereo not drawn),-1.7,0,0,5,0,-2,8,-9
CC(C)C(=O)Nc1nnc(Cc2ccccc2)s1,-1.9,1,-21,-8,-1,-8,29,-2
CNc1nc(-c2ccc(S(=O)(=O)N3CCCCC3)cc2)cs1,2.2,-1,-4,8,2,-12,16,-21
c1ccc(-c2noc(-c3ccc4c(c3)OCO4)n2)cc1,-3.0,-5,-2,-131,-5,-182,24,-342
CC(=O)[C@H]1[C@@H]2C(=O)N(c3cccc(Cl)c3)C(=O)[C@@H]2[C@H]2c3ccccc3C=CN21,0.1,1,8,-19,1,-36,30,-60
COc1ccc(-c2cc(C3CCN(c4ccc(C(C)=O)cc4[N+](=O)[O-])CC3)[nH]n2)cc1,4.8,0,7,52*,3,17,21,-36
CCCCCC(=O)NC(CC(=O)OC)c1ccc2c(c1)OCO2 (stereo not drawn),0.1,-4,13,-3,1,9,6,11
Cc1ccc(CNC(=O)CN(C(=O)C2(C)CC(=O)N=C3C=CC=CN32)c2ccccc2)cc1 (stereo not drawn),0.6,0,19,-4,-4,15,4,31
Cc1ccc(N(C(C)C(=O)N2CCCCC2)S(C)(=O)=O)cc1C (stereo not drawn),-1.8,-3,4,-1,3,15,-2,7
CC(C)(C)[C@H](N)C(=O)N[C@H]1CCC2C3CC=C4C[C@@H](O)CC[C@]4(C)C3CC[C@@]21C (stereo partly drawn),32,14,-8,100*,-4,61*,41,8
Cc1cccn2c(=O)c3cc(C(=O)NCc4ccco4)c(=N)n(C4CCCCC4)c3nc12,2.1,-5,9,-11,2,17,5,-14
CCNc1nc2c(c(=O)[nH]c(=O)n2C)n1CC(C)C,-1.8,-3,17,14,13,-4,-6,19
Cc1ccnc(NC(=O)CCC(=O)N(CC(=O)NCc2ccc(F)cc2)c2cccc(F)c2)c1,1.5,-2,6,13,1,7,10,-8
COc1ccc(N2CCN(C(=O)CN(c3cccc(OC)c3)S(=O)(=O)c3ccccc3)CC2)cc1,0.5,-3,4,11,-7,12,19,4
COc1ccc(NC(=O)c2sc3ncn(CC(=O)N4CCN(c5ccccn5)CC4)c(=O)c3c2C)cc1OC,0.1,-1,-12,20,-3,1,-6,-9
Nc1nnc(SCC(=O)N2CCN(c3cccc(Cl)c3)CC2)n1-c1ccccc1,-2.5,-2,2,21,-3,7,-1,-1
Fc1ccccc1/C=N/n1cnnc1,0.1,-1,4,12,4,-3,12,-15
O=C(N/C(=C\c1ccccc1)C(=O)N1CCCCCC1)c1ccccc1,-1.2,-3,12,6,0,14,26,-1
Cc1ccc2[nH]c3nc(SCC#N)nnc3c2c1,2.6,0,10,-14,10,19,-1,-34
Cc1nn(C)c(C)c1CN(C)C(=O)c1cnn2c1NC(c1ccccc1)CC2C(F)(F)F (stereo not drawn),0.8,-2,3,5,-5,14,27,39*
COc1ccc(C(=O)NCC(=O)N/N=C/c2cccc(OC(=O)c3ccco3)c2)cc1OC,2.0,0,-2,-16,1,0,21,-8
O=C(CSc1ccc(-c2ccc(F)cc2)nn1)N1CCN(c2ccccc2)CC1,-0.3,-4,11,11,0,5,-3,16
CCC1(C)Cc2ccccc2-c2nc(NCCCO)n(C)c(=O)c21 (stereo not drawn),-0.6,1,-15,8,-2,15,17,2
O=C(c1cn(-c2ccccc2)nc1-c1cccnc1)N1CCN(S(=O)(=O)c2ccccc2F)CC1,-1.2,0,4,-11,-3,-6,7,25
COc1cc(C2C3=C(CC(C)(C)CC3=O)N(C)C(=O)N2C)cc(OC)c1OC (stereo not drawn),-1.2,-4,23,12,-2,2,5,15
COc1ccc(N2CCN(C(=O)c3cc4ccccc4o3)CC2)cc1,2.5,0,-2,23,-5,-9,-3,16
Cc1cc(Cl)n2ncc(-c3ccccc3)c2n1,13,-1,5,63*,9,-47,21,-56

# Retrieved by compound from the list above:
SMILES,UPR CHOP act,APJ agonist,APJ antagonist,Mdm2 MdmX PPI,UPR XBP1 act,Jurkat NFkB inh,tim23-1 inh,697 NFkB inh
CCNc1nc2c(c(=O)[nH]c(=O)n2C)n1CC(C)C,-1.8,-3,17,14,13,-4,-6,19
COc1ccc(C(=O)NCC(=O)N/N=C/c2cccc(OC(=O)c3ccco3)c2)cc1OC,2.0,0,-2,-16,1,0,21,-8
Cc1cc(Cl)n2ncc(-c3ccccc3)c2n1,13,-1,5,63*,9,-47,21,-56
O=C(CSc1ccc(-c2ccc(F)cc2)nn1)N1CCN(c2ccccc2)CC1,-0.3,-4,11,11,0,5,-3,16
CCC1(C)Cc2ccccc2-c2nc(NCCCO)n(C)c(=O)c21 (stereo not drawn),-0.6,1,-15,8,-2,15,17,2
Cc1cccn2c(=O)c3cc(C(=O)NCc4ccco4)c(=N)n(C4CCCCC4)c3nc12,2.1,-5,9,-11,2,17,5,-14

# The list continues:
SMILES,UPR CHOP act,APJ agonist,APJ antagonist,Mdm2 MdmX PPI,UPR XBP1 act,Jurkat NFkB inh,tim23-1 inh,697 NFkB inh
O=C(CN(c1ccc([N+](=O)[O-])cc1)S(=O)(=O)c1ccccc1)N1CCCCC1,1.3,-1,-21,-5,0,11,26,-3
Cc1ccnc(NC2(C(F)(F)F)N=C3SCCN3C2=O)c1 (stereo not drawn),0.8,-1,5,7,-4,3,2,20
NC(=O)CC(NC(=O)Cc1ccc(Cl)cc1)c1ccc(NC2CC3CCC2C3)c([N+](=O)[O-])c1 (stereo not drawn),0.2,-4,5,-11,2,22,13,13
O=C(Nc1nccs1)c1nc[nH]c1C(=O)NCc1ccccc1,1.7,-3,4,51*,9,22,2,32
Cc1cc(C(=O)NCCCn2ccnc2)sc1-c1ccccc1,0.4,-5,0,11,-1,-20,-7,-16
COc1ccccc1-c1nnc(NC(=O)CSc2nncn2C)s1,2.0,-3,14,6,1,-10,-4,-19
O=C1CC(c2ccco2)CC(O)=C1C=Nc1cc(Cl)ccc1Cl (stereo not drawn),19,-1,10,13,2,10,10,2
CCOC(=O)C1=C(CNCc2ccc(C)cc2)NC(=O)NC1c1cc(C)ccc1C (stereo not drawn),-0.8,-1,17,9,-1,1,35,21
CC(C)N1CCc2c(sc(NC(=O)c3ccc(S(=O)(=O)N4CCOCC4)cc3)c2C(N)=O)C1,-0.3,5,16,3,-1,-6,2,5

# Screens deposited in PubChem BioAssay by Sanford-Burnham Center for Chemical Genomics.

# Not a hit list (roughly 5% active in at least one column).
